# TDP1 block – qHTS Assay for Inhibitors of Tyrosyl-DNA Phosphodiesterase (TDP1). Potency, µM (highest dose often 130 µM), inactives show at the top dose activity change, negative = inhibition, actives largely listed as inhibitors. recombinant TDP1, AlphaScreen DNA substrate cleavage. 350,000 compounds, 0.28% hits. AID 485290, 2010; also: nearly all actives have a fitted effect of over 40% in size
# Target sequence (Q9NUW8 whole entry, looked up): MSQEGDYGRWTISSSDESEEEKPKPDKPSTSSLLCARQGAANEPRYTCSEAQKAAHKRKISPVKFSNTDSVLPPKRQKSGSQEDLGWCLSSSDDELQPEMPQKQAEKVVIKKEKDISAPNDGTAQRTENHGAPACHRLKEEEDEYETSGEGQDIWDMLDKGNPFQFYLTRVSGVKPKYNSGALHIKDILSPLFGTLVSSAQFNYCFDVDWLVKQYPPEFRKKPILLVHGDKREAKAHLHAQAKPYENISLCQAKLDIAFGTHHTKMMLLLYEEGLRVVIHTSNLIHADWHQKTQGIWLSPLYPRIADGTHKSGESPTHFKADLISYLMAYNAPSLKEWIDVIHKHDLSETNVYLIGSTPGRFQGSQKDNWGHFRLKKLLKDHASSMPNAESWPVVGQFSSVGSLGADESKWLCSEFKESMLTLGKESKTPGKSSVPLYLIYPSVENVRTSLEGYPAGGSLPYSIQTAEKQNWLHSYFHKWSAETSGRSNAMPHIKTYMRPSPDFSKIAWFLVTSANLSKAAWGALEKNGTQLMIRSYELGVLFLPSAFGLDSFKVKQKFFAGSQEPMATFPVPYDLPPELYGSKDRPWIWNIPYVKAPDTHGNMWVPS
#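 Signal: AlphaScreen proximity between streptavidin donor and anti-FITC acceptor beads on intact substrate. Reaction: Tdp1 1 nM, substrate 15 nM final, 5 min RT after 15 min compound preincubation.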
# FEN1 inhibitor – qHTS Assay for the Inhibitors of Human Flap endonuclease 1 (FEN1); 390,000 compounds, 0.35% hits; AID 588795, 2011; Potency, µM (titrated, usually from 114 µM), inactives show at the top dose activity change, negative = inhibition, usual class: inhibitors; P39748; Recombinant FEN1 flap cleavage, fluorescence, 15 min; also: nearly all actives have a fitted effect of over 65% in size
# Target sequence (P39748 whole entry, looked up): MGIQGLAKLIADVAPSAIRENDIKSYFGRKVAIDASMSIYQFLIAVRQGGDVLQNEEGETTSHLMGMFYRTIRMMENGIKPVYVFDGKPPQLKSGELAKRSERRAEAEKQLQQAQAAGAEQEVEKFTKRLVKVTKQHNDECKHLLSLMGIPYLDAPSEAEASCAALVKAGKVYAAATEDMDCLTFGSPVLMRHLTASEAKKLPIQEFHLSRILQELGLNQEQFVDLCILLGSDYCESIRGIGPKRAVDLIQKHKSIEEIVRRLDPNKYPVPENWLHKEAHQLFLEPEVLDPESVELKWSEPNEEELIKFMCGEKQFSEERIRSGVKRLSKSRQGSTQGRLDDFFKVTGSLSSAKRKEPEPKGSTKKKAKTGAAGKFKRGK
#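 Compounds are tested as a concentration series against 10 nM FEN1; after a 15 min room-temperature preincubation, 50 nM substrate starts cleavage, with plate reads at 0 and 15 min. Normalized responses are fitted by a Hill equation.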
# N370S GC mod – qHTS Assay for Inhibitors and Activators of N370S glucocerebrosidase as a Potential Chaperone Treatment of Gaucher Disease. Potency, µM (titrated, usually from 59.4 µM), for inactives: at the top dose activity change, negative = inhibition, hits mostly inhibitors. N370S GC spleen homogenate, 4MU-glucoside fluorescence. AID 2101, 2009. 330,000 compounds, 0.092% hits;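 also: 0% = full enzyme activity and -100% = no enzyme basal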
# Active calls of the source: *; ? = inconclusive; · = no result given; & = joins results of further samples; [ ] = dose if it differs, or a comment. Calls follow the shape of the dose curve; as a rule, active = well fitted curve in the direction sought with a large enough effect; inconclusive = small, poorly fitted or top-dose-only effect, or another doubt; inactive = no such curve, though single readings can be large; an effect the other way counts as inactive or inconclusive. Unless noted, % is scaled to controls: 0 for no effect and ±100 for the full control effect; potency is read from the fitted curve at half-maximal effect.
# Screens in order – N370S GC mod, FEN1 inhibitor, TDP1 block
- CC1CCCCN1S(=O)(=O)c1ccc2c(c1)oc(=O)n2CC(=O)O (configuration not stated)
→ 1%, -2%, 1%
- CCCOC(=O)C1[C@H]2C(=O)N(CC3CCCO3)C[C@]23C=C[C@H]1O3 (some centres not stated)
→ 5%, -2%, 2%
- C[N+]12CCCCC1[C@@H](CO)CCC2 (some centres not stated)
→ -3%, -7%, ·
- CCCCCCCCCC(=O)OCC(CO)OC(=O)CCCCCCCCC (configuration not stated)
→ -7%&-2%, ·, 4%&2%
- CCCc1ccc(-c2cc(C(=O)NCCc3ccc(S(N)(=O)=O)cc3)c3ccccc3n2)cc1
→ 19%, -15%, 3%
- O=Nc1c(O)[nH]c2ccc(F)cc12
→ 2%, 3%, -3%
- O=C(Nc1nccs1)c1cccc(N2C(=O)c3cccc4c([N+](=O)[O-])ccc(c34)C2=O)c1
→ -12%, -3%, 4%
- O=C(Nc1ccc(F)cc1F)C1CCN(C(=O)c2ccc(Br)cc2)CC1
→ -14%, 17%, -3%
- CC(C)(C)c1ccc(OCCNC(=O)Cc2ccc(F)cc2)cc1
→ -8%, 6%, 0%
- O=C(c1ccc(Oc2ccc(C(F)(F)F)cc2[N+](=O)[O-])cc1)N1CCOCC1
→ 10%, 0%, -2%
- COCCNC(=O)CN(C(=O)Cn1nnc2ccccc21)c1cccc(C)c1C
→ -8%, -2%, 0%
- Cc1noc(/C=C/c2cccs2)c1S(=O)(=O)N1CCC(C(=O)NCCCN2CCC(C)CC2)CC1
→ -8%, -4%, 3%
- COc1ccccc1/C=C/C(=O)OCC(=O)NC1CCCCCC1
→ ·, -2%, -3%[56.1 µM]
- CC(=O)O[C@]1(C(C)=O)CC[C@H]2[C@@H]3C=C(C)C4=CC(=O)CC[C@]4(C)[C@H]3CC[C@@]21C
→ 13%&11%, 0%, 3%&3%
- O=C(NCc1ccc(/C=c2\sc3n(c2=O)CCN=3)o1)C(=O)Nc1ccccc1
→ 2%, ·, -2%
- COc1ccc(-c2[nH]n(-c3ccc([N+](=O)[O-])cc3)c(=O)c2C=NCCN2CCNCC2)cc1
→ 0%, ·, -3%
- CCOC(=O)CCCN1CC(O)=C(c2nc3ccccc3s2)C1=N
→ ?, 3%, 5%
- CC(C)OCCCN1C(=O)c2[nH]nc(-c3ccccc3O)c2C1c1ccc(OCc2ccccc2)cc1 (configuration not stated)
→ ·, -12%, 11%
- CCS(=O)(=O)N1CCN=C1SCc1ccc(F)cc1
→ -2%, -3%, 0%
- O=S(=O)(NCCOc1ccc(F)cc1)c1ccc2c(c1)OCCO2
→ 4%, 15%, 4%
- CC(=O)N1c2ccccc2C(C)(c2ccccc2)CC1(C)C (configuration not stated)
→ 4%, -19%, 0%
- O=C(C1CCN(S(=O)(=O)c2cccs2)CC1)N1CCN(c2ccccc2O)CC1
→ ·, -9%, 1%
- COc1cc(OC)c2c(OC)c(-c3ccc4c(c3)OCO4)c(=O)oc2c1
→ 22%, ·, -3%[56.1 µM]
- O=c1[nH]c2ccccc2c(O)c1SCCO
→ -1%, 2%, 6%
- CC1=NNC(=O)C1CC(=O)N/N=C/c1ccc(C)o1 (configuration not stated)
→ -10%, 3%, ·
- CC(=O)Nc1ccc(S(=O)(=O)NCC2CCC(C(=O)NCCC(C)C)CC2)cc1 (configuration not stated)
→ 1%, 3%, 4%
- Cc1cc(C)c(/C=C/c2onc(C)c2S(=O)(=O)N2CCC(C(=O)NCc3ccco3)CC2)c(C)c1
→ ·, -21%, 5%
- CC(C)(C)NC(=O)CSc1nnc(-c2ccccn2)n1Cc1ccccc1
→ 2%, -1%, ·
- CCn1c(-c2ccccc2Cl)nn(CC(=O)Nc2cc(Cl)ccc2Cl)c1=S
→ 10%, -10%, 6%
- CCOC(=O)c1c(C)c(-c2ccccc2)n(CC(=O)Nc2cccc(F)c2)c1C
→ ·, -7%, 2%
- CC(=O)N1CCc2cc(S(=O)(=O)C(C)CC(=O)Nc3ccc(OC(F)(F)F)cc3)ccc21 (configuration not stated)
→ -11%, 17%, 3%
- CC(=O)c1ccc(S(=O)(=O)Nc2cccc(-c3ccc(N4CCOCC4)nn3)c2)cc1
→ -7%, -3%, 2%
- Cn1c(SCc2ccc(Cl)cc2)nc(C(F)(F)F)cc1=O
→ 9%, 0%, 6%
- COc1ccc(S(=O)(=O)Nc2cc3c(cc2C(C)=O)OCO3)cc1
→ 15%, 12%, 3%
- O=C(Nc1nc2ccccc2[nH]1)C1CCCC1
→ 10%, 0%, ?
- CC1CCCCC1NC(=O)CN(C)S(=O)(=O)c1ccc2c(c1)CCC(=O)N2 (configuration not stated)
→ -6%, -8%, 1%
- COc1cccc(C2c3[nH]c4ccccc4c3C[C@H]3C(=O)N(CCCO)CC(=O)N23)c1OC (some centres not stated)
→ -8%, 0%, ·
- Cc1noc(COc2ccc(OCc3nc(C)no3)cc2)n1
→ 6%, -4%, 3%
- CC(C)c1nn2c(=O)cc(COC(=O)C3CCCCC3)nc2s1
→ ·, 0%, 3%
- O=C(c1cc(-c2cccc(O)c2)on1)N1CCCC1
→ -26%, 13%, 9%
- Cc1cc(C)cc(NC(=O)CSCc2cc(=O)c3ccc(C)c(C)c3[nH]2)c1
→ ·, -1%, 0%
- CC(/C=N/NC(=O)c1cc(-c2ccccc2)nc2ccccc12)=C\c1ccco1
→ 5%, -6%, 9%
- CCOC(=O)N1CCN(C(=O)c2cccc(N3C(=O)NC4CC3(C)Oc3ccc(Cl)cc34)c2)CC1 (configuration not stated)
→ 2%, -16%, 3%
- COc1ccc2nc(/N=C/c3c(C)[nH]n(-c4ccc(C)cc4C)c3=O)sc2c1
→ 19%, -6%, 6%
- O=C(N/N=C\c1coc2ccccc2c1=O)c1ccco1
→ 1%, 11%, 4%
- CN1C(=O)NC(c2ccc(C(F)(F)F)cc2)C2=C1CC(C)(C)CC2=O (configuration not stated)
→ ?, -8%, ·
- CCN(CC(=O)NCc1ccc(F)cc1)C(=O)C1CCN(S(=O)(=O)c2ccc(C(C)C)cc2)CC1
→ -22%, -12%, 1%
- COc1ccc(C(C)(C)C)cc1NC(=O)C1CCCO1 (configuration not stated)
→ -13%, 3%, 1%[56.1 µM]
- CCN(CC)C(=O)CSc1nnc(-c2ccco2)o1
→ 1%, 3%, 3%
- Cc1nn(-c2ccccc2)c(N2CCCC2)c1/C=N/Nc1ccc(S(=O)(=O)Nc2ccccc2)cc1[N+](=O)[O-]
→ -7%, -1%, 3%
- CCCCn1nc(C(=O)N(CC(C)C)c2c(N)n(CCCC)c(=O)[nH]c2=O)c2ccccc2c1=O
→ -4%, 4%, -11%
- COc1ccccc1N1CCN(S(=O)(=O)CCNC(=O)c2cc(OC)c(OC)c(OC)c2)CC1
→ -13%, -11%, 2%
- Cc1ccc2c(c1)c1nnc(SCC(=O)N3CCCc4ccccc43)nc1n2CC(=O)O
→ -1%, -3%, 0%
- O=C1CC(N2CCSCC2)C(=O)N1c1ccccc1 (configuration not stated)
→ -3%, 0%, 8%
- CCCCn1c(NC(=O)c2ccc(Br)o2)c(S(=O)(=O)c2ccccc2)c2nc3ccccc3nc21
→ 21%, -9%, 5%
- CCN(CCO)Cc1csc2ccc(Cl)cc12
→ 4%, 2%, 7%
- Cc1cc(Cl)ccc1OC(C)C(=O)Nc1cnn(CCCC(=O)O)c1 (configuration not stated)
→ -1%, -6%, 1%
- COc1ccc(-c2cc3c(=O)n(CC(=O)Nc4cc(F)ccc4F)ccn3n2)cc1OC
→ ·, -7%, -1%
- O=S(=O)(NC1CCCCC1N1CCN(c2ccc(F)cc2)CC1)c1ccccc1 (configuration not stated)
→ -1%, -10%, 3%
- Cc1c(NC(=O)CSCc2ccc(Cl)cc2Cl)cccc1C(=O)O
→ -1%, 10%, ·

# (listing goes on)
# Screens in order – N370S GC mod, FEN1 inhibitor, TDP1 block
- O=c1c2sccc2n(Cc2cc(=O)n3ccccc3n2)c(=O)n1-c1cc(F)ccc1F
→ ·, -15%, 3%
- O=C1[C@H]2C(c3ccccc3)=NN(c3ccccc3)[C@H]2C(=O)N1c1ccccc1
→ ?, -14%, -10%
- COc1ccccc1N1CCN(CC(O)COCCOc2ccc(Br)cc2)CC1 (configuration not stated)
→ -27%, 13%, 8%
- CCN(CC)C1CCN(C(=O)CCc2nnc(CCCCc3ccccc3)o2)C1 (configuration not stated)
→ -1%, 7%, 3%
- Cc1sc2ncn(CC(=O)NCC3COc4ccccc4O3)c(=O)c2c1S(=O)(=O)N1CCCCC1 (configuration not stated)
→ 1%, 0%, -5%
- Cn1cnnc1SCC(=O)Nc1ccc(Oc2ccccc2)cc1
→ 5%, 5%, 2%
- COc1cc(Cl)c(C)cc1NC(=O)CCCn1c(=O)oc2ccccc21
→ 6%, -8%, 1%
- COc1cccc(OC)c1C(=O)Nc1cc(C)on1
→ 4%, -2%, 6%
- CCOC(=O)CSC1=N/C(=C\c2ccc(OC)c(OC)c2)C(=O)N1C
→ -11%, 2%, 1%
- CCCCOC(=O)c1ccc(NC(=O)c2cc(Cl)ccc2OC)cc1
→ 25%, -6%, -3%
- CC(C)N(Cc1ccccc1)C(=S)Nc1ccc(F)cc1
→ -6%, 4%, -5%
- CCOC(=O)c1cccc(NC(c2nnc(-c3ccccc3)o2)c2ccccc2F)c1 (configuration not stated)
→ ·, -21%, 2%
- CCOC(=O)C1C(=O)OC(C)(C)C1C(CC)C(=O)c1c(C)cc(C)cc1C (configuration not stated)
→ -2%, -8%, -1%
- COc1ccc(/C=C2\CCCc3c2nc2ccccc2c3C(=O)O)cc1OC
→ -10%, ·, 0%
- O=C(NNC(=O)c1ccc(F)cc1F)c1ccc2c(c1)OCO2
→ -1%, 1%, 0%

# A second format for some results above:
Structure	N370S GC mod	FEN1 inhibitor	TDP1 block
O=C1[C@H]2C(c3ccccc3)=NN(c3ccccc3)[C@H]2C(=O)N1c1ccccc1	?	-14%	-10%
COc1ccccc1N1CCN(CC(O)COCCOc2ccc(Br)cc2)CC1 (configuration not stated)	-27%	13%	8%
CCN(CC)C1CCN(C(=O)CCc2nnc(CCCCc3ccccc3)o2)C1 (configuration not stated)	-1%	7%	3%
Cc1sc2ncn(CC(=O)NCC3COc4ccccc4O3)c(=O)c2c1S(=O)(=O)N1CCCCC1 (configuration not stated)	1%	0%	-5%
Cn1cnnc1SCC(=O)Nc1ccc(Oc2ccccc2)cc1	5%	5%	2%
COc1cc(Cl)c(C)cc1NC(=O)CCCn1c(=O)oc2ccccc21	6%	-8%	1%
COc1cccc(OC)c1C(=O)Nc1cc(C)on1	4%	-2%	6%
CCOC(=O)CSC1=N/C(=C\c2ccc(OC)c(OC)c2)C(=O)N1C	-11%	2%	1%
CCCCOC(=O)c1ccc(NC(=O)c2cc(Cl)ccc2OC)cc1	25%	-6%	-3%
CC(C)N(Cc1ccccc1)C(=S)Nc1ccc(F)cc1	-6%	4%	-5%
CCOC(=O)c1cccc(NC(c2nnc(-c3ccccc3)o2)c2ccccc2F)c1 (configuration not stated)	·	-21%	2%
CCOC(=O)C1C(=O)OC(C)(C)C1C(CC)C(=O)c1c(C)cc(C)cc1C (configuration not stated)	-2%	-8%	-1%
COc1ccc(/C=C2\CCCc3c2nc2ccccc2c3C(=O)O)cc1OC	-10%	·	0%
O=C(NNC(=O)c1ccc(F)cc1F)c1ccc2c(c1)OCO2	-1%	1%	0%

# More entries follow:
# Screens in order – N370S GC mod, FEN1 inhibitor, TDP1 block
- Cc1ccc2c(c1)[C@H]1[C@H](CO2)[C@H](c2ccccc2)[C@]2(C)C(=O)N(Cc3ccc(Cl)cc3)CC(=O)N12
→ ·, 9%, 1%
- CCOC(=O)c1c(-c2cccc([N+](=O)[O-])c2)cn2ccccc12
→ 7%, -3%, 4%
- O=C(c1cccs1)c1no[n+]([O-])c1C(=O)c1cccs1
→ -9%, 5%, -11%
- Cc1cc(C)cc(Nc2nc3ccccc3n3cnnc23)c1
→ ·, 2%, 8%
- CC(C)N1CC(C(=O)Nc2nc3ccccc3s2)CC1=O (configuration not stated)
→ 3%, -1%, 4%
- COC(=O)c1ccccc1S(=O)(=O)NNC(=O)C1COc2ccccc2O1 (configuration not stated)
→ -7%, -7%, -5%
- O=C(OCc1ccc(F)cc1)c1ccc2c(c1)-c1ccccc1C2=O
→ -2%, -3%, 4%
- CCOC(=O)Cc1csc(NC(=O)C(C)(C)CC)n1
→ -6%, -10%, -4%
- COc1ccc2nc(NC(=O)C3CSC4(C)CCC(=O)N34)sc2c1 (configuration not stated)
→ -1%, 0%, ·
- COc1ccc(C(=O)Nc2ccc(Cl)cc2C(=O)N2CCCC(C)C2)cc1OC (configuration not stated)
→ -5%, 1%, 3%
- O=C(Nc1ccccc1O)c1csc2c1CCCC2
→ -3%, 0%, 2%

# High-throughput results deposited in PubChem BioAssay by National Center for Advancing Translational Sciences (NCATS).
